RGS4 inhibitor – human RGS4 inhibition; P49798; Transcreener GDP fluorescence polarization, RGS4-accelerated GTP hydrolysis; Potency, µM (top dose mostly 114 µM), inactives show top-dose activity change, negative = inhibition, most hits filed as inhibitors; 390,000 tested, 0.039% active; AID 504845; note: potency is the fitted concentration of half-maximal effect; % is set by controls: 0 for no effect and ±100 for the full control effect; nearly all actives have a fitted effect of over 75% in size; some results filed as inactive show a strong effect at the top dose
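MLSMR compounds (23 nl, pin-transferred) preincubated 10 min at room temperature with a 500nM (2x) first reagent, then RGS4 at 900nM (2x) plus Transcreener GDP mix added; fluorescence polarization (620/688 nm) read before and after 90 min at 30 °C.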
ERG Ets-DNA blk – ERG Ets/DNA interaction inhibition; fluorescence polarization, His-ERG Ets domain / labelled DNA; Potency, µM (highest dose often 76.9 µM), for the others: at the highest dose FP activity, negative = inhibition, most hits filed as inhibitors; 370,000 tested, 0.028% active; AID 624246; active = well fitted inhibition curve with a large enough effect in the polarisation, with a control signal flat; inconclusive = small, poorly fitted or top-dose-only effect, or effect the other way, or a change in a side signal; inactive = no such curve, though single readings can be large or run the other way; the % refers to the polarisation;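 note: polarization taken with two DNA probes labelled with fluorescein and Texas red; potency is the fitted concentration of half-maximal effect; % of control where 0% means no effect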
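His-tagged ERG Ets domain (1 uM in the protein solution; 300mM KCl, 50mM Tris-HCl, 1mM EDTA, 1mM DTT, pH 7.5) received compound, then a probe mix of 5 nM fluorescein-DNA and 100nM Texas-615-DNA. Fluorescence polarization was read for both dyes.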
BAZ2B inh – inhibitors of human BAZ2B bromodomain. Q9UIF8. AlphaScreen BAZ2B-H3K14Ac peptide displacement. Potency, µM (top dose mostly 114 µM), without a hit: at the top dose activity change, negative = inhibition, most hits filed as inhibitors. 360,000 tested, 4.4% active. AID 504333; note: potency is the fitted concentration of half-maximal effect; % is set by controls: 0 for no effect and ±100 for the full control effect; nearly all actives have a fitted effect of over 60% in size
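AlphaScreen displacement: compounds (up to 110uM) incubated 30 min at room temperature with a preformed 50 nM BAZ2B/50 nM biotinylated H3K14Ac peptide complex in PBS pH 7.4 with Tween-20. Donor and acceptor beads at 10 ug/mL final added, 20 min light-protected before reading.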
G9a inh – blocks human histone lysine methyltransferase G9a; Q96KQ7; G9a H3K9 monomethylation, AlphaScreen, 2 h; Potency, µM (titrated, usually from 102 µM), without a hit: at the highest dose activity, negative = inhibition, most hits filed as inhibitors; 350,000 tested, 8.8% active; AID 504332; note: potency is the fitted concentration of half-maximal effect; % is set by controls: 0 for no effect and ±100 for the full control effect; nearly all actives have a fitted effect of over 75% in size
Target sequence (Q96KQ7 913-1193 limits assumed): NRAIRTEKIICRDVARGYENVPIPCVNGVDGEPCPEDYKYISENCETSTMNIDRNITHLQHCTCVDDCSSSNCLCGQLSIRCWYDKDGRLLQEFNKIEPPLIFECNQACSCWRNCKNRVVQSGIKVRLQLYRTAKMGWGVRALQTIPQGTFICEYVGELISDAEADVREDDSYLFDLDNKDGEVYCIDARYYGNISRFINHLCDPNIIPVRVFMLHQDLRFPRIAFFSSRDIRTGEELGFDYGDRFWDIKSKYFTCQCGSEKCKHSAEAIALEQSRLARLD
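Quantitative HTS format: methyltransferase activity on a biotin-tagged H3K9 peptide is measured by AlphaScreen, using a rabbit anti-monomethyl-H3K9 antibody with streptavidin donor and anti-IgG acceptor beads. Final levels are 20 nM enzyme, 500 nM peptide, 20 uM SAM; 2 h RT.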
GLS inh – glutaminase GLS (human) inhibition. O94925. AID 624170. 410,000 tested, 0.21% active. Potency, µM (titrated, usually from 45.5 µM), for the others: top-dose activity change, negative = inhibition, hits mostly inhibitors. GLS enzymatic activity, qHTS titration; note: potency is the fitted concentration of half-maximal effect; % is set by controls: 0 for no effect and ±100 for the full control effect
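Compounds were pin-transferred onto hKGA, after which L-glutamine (1 mM solution) and a detection mix of glutamate oxidase, HRP and Amplex Red were added. Initial and 30 min RT fluorescence reads were collected.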
JMJD2A Tudor – blocks the human JMJD2A Tudor domain; Potency, µM (highest dose often 114 µM), for inactives: at the highest dose activity change, negative = inhibition, most hits filed as inhibitors; 390,000 tested, 4.4% active; AlphaScreen JMJD2A-Tudor / H3K4me3 peptide binding; AID 504339; O75164; note: potency is the fitted concentration of half-maximal effect; % is set by controls: 0 for no effect and ±100 for the full control effect; nearly all actives have a fitted effect of over 50% in size
HP1b binding inh – blocks HP1-beta chromodomain binding to methylated histone tails. 390,000 tested, 0.56% active. AlphaScreen HP1-beta / biotin-H3K9me3 peptide binding. P83916. Potency, µM (series often up to 114 µM), for the others: top-dose activity change, negative = inhibition, most hits filed as inhibitors; note: potency is the fitted concentration of half-maximal effect; nearly all actives have a fitted effect of over 70% in size; inactives centre near 23
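HP1-beta protein (50 nM final) preincubated 30 min at room temperature with biotinylated H3(1-18)K9me3 peptide (50 nM) in PBS pH 7.4, 0.01% Tween-20, then compound added for 30 min. AlphaScreen streptavidin donor/nickel chelate acceptor beads (10 ug/mL final), 30 min dark, luminescence read.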
PI4K2A inh – inhibitors of human PI4K2A; purified PI4K2A, ADP-Glo luminescence, 1 h; hits give low values; AID 1346378; Q9BTU6; activity change, negative = inhibition, % at 76.9 µM; 420,000 tested, 0.13% active; in the data active = activity change below about -50%; inconclusive = mostly about -30% to -49%;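 note: -100% = wells without enzyme as full effect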
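In this quantitative HTS, ADP production by PI4K2A was quantified luminescently after 1 h at ambient temperature; 100 microM adenosine served as plate-quality control.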
12-LOX inh – inhibitors of human 12S-lipoxygenase ALOX12. purified 12hLO, xylenol orange hydroperoxide absorbance. Potency, µM (highest dose often 108 µM), without a hit: top-dose activity change, negative = inhibition, usual class: inhibitors. 580,000 tested, 1.1% active; note: potency is the fitted concentration of half-maximal effect; % is set by controls: 0 for no effect and ±100 for the full control effect
Target sequence (P18054 whole entry, looked up): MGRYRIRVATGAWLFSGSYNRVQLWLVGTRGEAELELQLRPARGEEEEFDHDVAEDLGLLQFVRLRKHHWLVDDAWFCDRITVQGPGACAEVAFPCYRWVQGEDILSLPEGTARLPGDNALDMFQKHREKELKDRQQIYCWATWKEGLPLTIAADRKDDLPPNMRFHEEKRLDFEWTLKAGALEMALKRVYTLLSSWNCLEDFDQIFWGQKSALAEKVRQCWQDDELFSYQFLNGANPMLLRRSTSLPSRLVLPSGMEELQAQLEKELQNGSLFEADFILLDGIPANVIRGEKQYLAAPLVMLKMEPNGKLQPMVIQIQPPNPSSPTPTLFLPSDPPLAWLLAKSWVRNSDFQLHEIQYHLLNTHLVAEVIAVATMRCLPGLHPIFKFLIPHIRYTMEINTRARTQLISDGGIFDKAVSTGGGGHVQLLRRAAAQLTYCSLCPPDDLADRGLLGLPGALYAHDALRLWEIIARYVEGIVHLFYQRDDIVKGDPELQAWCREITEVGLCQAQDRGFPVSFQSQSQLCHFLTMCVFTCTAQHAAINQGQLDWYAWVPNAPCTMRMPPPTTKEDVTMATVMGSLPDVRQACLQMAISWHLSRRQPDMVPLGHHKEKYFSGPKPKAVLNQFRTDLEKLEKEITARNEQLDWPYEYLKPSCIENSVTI
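Purified human 12hLO (150 nM final) in 25 mM Hepes, 0.01% Triton X-100, pH 7.0 was preincubated 15 min at room temperature with compound. Then 40 uM arachidonic acid was added, 30 min. Hydroperoxide was read by Fe-XO absorbance ratio 573/405 nm.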
Active calls of the source: *; ? = inconclusive; / = not tested or not shown; [ ] = another dose, or the depositor's remark. Unless noted, calls come from the whole dose curve; as a rule, active = well fitted curve in the direction sought with a large enough effect; inconclusive = small, poorly fitted or top-dose-only effect, or another doubt; inactive = no such curve, though single readings can be large; an effect the other way counts as inactive or inconclusive. These rows are one share of the data, so the mix of outcomes need not match the whole.

SMILES	RGS4 inhibitor	ERG Ets-DNA blk	BAZ2B inh	G9a inh	GLS inh	JMJD2A Tudor	HP1b binding inh	PI4K2A inh	12-LOX inh
O=C(COC(=O)c1ccccc1OCc1ccc(Cl)cc1)NCC1CCCO1 (stereo not drawn)	8%	-16%	/	/	-17%	-11%	-11%	0	8%
CCc1ccccc1NC(=O)Cn1cc2c(n1)CCC(C)C2 (stereo not drawn)	-8%	0%	2%	1%[59 µM]	-13%	-12%	13%	-1	-19%
Oc1ccccc1Nc1nc(-c2ccccc2O)nc2ccccc12	-3%	8%	-4%	-38%	4%	-20%	-18%	-1	0%
Cc1ccc(NC(=O)c2sc3nc(-c4ccc(F)cc4)ccc3c2N)cc1F	-7%	11%	0%	-35%[59 µM]	-2%	2%	39%	7	-25%
O=C(NC12CC3CC(CC(C3)C1)C2)c1cccc(OC(F)F)c1	-9%	-4%	-8%	73%[activator][2.33 µM]	1%	7%	41%	-1	0%
O=C(NC1CCN(Cc2ccccc2)CC1)c1cc(-c2ccccn2)nc2ccccc12	-5%	-5%	-8%	-4%[59 µM]	14%	-5%	26%	11	0%
CCn1cc(CN2CCCC(CNS(=O)(=O)c3ccc(OC)cc3)C2)cn1 (stereo not drawn)	12%	10%	-11%	?	0%	-8%	11%	2	0%
CCCC(=O)NCCc1nc2ccccc2n1CC(=O)c1ccccc1	-6%	13%	-17%	14%[59 µM]	-15%	-5%	19%	-2	-1%
COc1ccccc1NS(=O)(=O)c1ccc2oc(=O)ccc2c1	-18%	7%	17%	/	53%[activator]	-4%	31%	0	10%
COc1ccc(NC(=O)CCN2C(=O)NC3(CCCC3)C2=O)cc1Cl	14%	-8%	5%	4%[12.7 µM]	2%	-10%	31%	3	431%[activator]
O=c1c(-c2ccnn2-c2ccc(F)cc2)cnc2n1CCS2	-10%	-12%	1%	-2%[12.7 µM]	-8%	-7%	40%[activator]	1	-15%
Cc1c(NC(=O)C(C)OC(=O)c2cc(Cl)ccc2O)c(=O)n(-c2ccccc2)n1C (stereo not drawn)	-20%	2%	4%	49%	-5%	-1%	25%	-2	-6%
O=C1CC(c2cccc([N+](=O)[O-])c2)c2c(ccc3ccccc23)N1 (stereo not drawn)	-20%	11%	-19%	-23%	-1%	-18%	56%[activator]	-2	14%
Cc1cc(C)n(C(=O)c2ccc(C)o2)n1	15%	-3%	-18%	12%[59 µM]	-2%	-9%	15%	10	0%
COc1ccc(NC(=S)Nc2ccc(C)c(Cl)c2)cc1OC	-23%	-2%	?	-34%	11%	-13%	1%	2	?
COc1ccccc1CNC(=O)c1oc2ccccc2c1C	-4%	-8%	-15%	81%[activator]	1%	34%	95%[activator]	-2	1%
Cc1ccc(NC(=O)c2cc(N3C(=O)C=CC3=O)ccc2N2CCOCC2)cc1Cl	?	-3%	50µM*	1.6µM*	-13%	20µM*	?	7	13µM*
Cc1ccc(NC(=O)C(=O)NCC2CCCN2S(=O)(=O)c2cccs2)cc1 (stereo not drawn)	4%	2%	8%	-28%	5%	-12%	26%	1	-1%
Cc1ccc(-c2nnc(SCC(=O)NC3CC3)n2N)cc1	10%	5%	-3%	10%[12.7 µM]	-2%	-4%	25%	1	19%
O=C(NCCc1ccccc1)C(c1cccs1)N(C(=O)CCl)c1ccc(Cl)cc1 (stereo not drawn)	-44%	-7%	5%	?	0%	0%	34%	46	?
N[C@@H](CO)c1nnc([C@H](CCC(=O)O)NC(=O)C2CCNCC2)o1	19%	6%	?	3%[12.7 µM]	-1%	-16%	43%[activator]	2	2%
CC1CCCCN1S(=O)(=O)c1ccc(S(=O)(=O)N2CCN(c3ccc(F)cc3)CC2)cc1 (stereo not drawn)	-3%	-9%	30%[activator]	?	-5%	-8%	24%	4	-14%
COc1cc(NC(=O)Cn2c(-c3cncs3)nc3ccccc32)cc(OC)c1OC	-4%	-4%	-8%	2%[2.33 µM]	0%	-34%	20%	2	0%
CSc1nc(NCCOCCO)c2sc3nc(-c4ccco4)c4c(c3c2n1)CCC4	-18%	4%	45µM*	16µM*	0%	-22%	15%	-10	?
COc1cc(OC)cc(C(=O)NC(C(=O)Nc2ccc3nc(C)sc3c2)C(C)C)c1 (stereo not drawn)	6%	10%	-8%	23%[59 µM]	1%	-25%	19%	1	-1%
O=C(NC1CCN(Cc2ccccc2)CC1)C1COc2ccccc2O1 (stereo not drawn)	-41%	8%	5%	25%[2.33 µM]	-5%	-1%	14%	5	-10%
Cc1cc(NS(=O)(=O)N(C)C)ccc1C(C)C	-17%	-1%	-8%	?	3%	12%	51%[activator]	1	-6%
CCO/C=C1\C(=O)N(c2ccc(OCC)cc2)C(=O)c2ccccc21	8%	1%	/	32µM*	7%	-25%	45%[activator]	-4	0%
CCCN1CCC(=O)N([C@H](CO)CC(C)C)CC1	-13%	3%	-26%	32µM*	3%	-12%	12%	0	-3%
O=c1cc(-c2ccccc2)c2ccc3c(c2o1)CN(Cc1ccccc1)CO3	13%	5%	4%	3%[59 µM]	12%	-15%	57%[activator]	-2	-24%
CCOc1cc(/C=N/NC(=O)c2cc(C3CC3)[nH]n2)ccc1O	-23%	9%	-27%	45µM*	?	50µM*	-1%	0	-8%
COc1ccc(Cn2c(C)nnc2-c2cnn(C)c2N)cc1OC	6%	-8%	?	0%	21%	-11%	48%[activator]	0	-15%
Cc1cccc(OCCCOc2cccc3cccnc23)c1C	-3%	-1%	?	83%[activator]	13%	37%[activator]	87%[activator]	1	-9%
CCN(CC)S(=O)(=O)c1cc(NC(=O)CCNC(=O)c2ccccc2Cl)ccc1C	-10%	5%	5%	15%[59 µM]	-6%	-5%	19%	3	25%
O=C(O)c1cc(-c2ccccc2Cl)n(-c2cccc(Cl)c2)n1	12%	-15%	2%	15%	-7%	-1%	32%	5	150%[activator]
COc1ccc(Nc2ncnc3ccc(Br)cc23)c(OC)c1	21%	-4%	-1%	30%	8%	-4%	40%[activator]	5	11%
COc1ccc(CNC(=O)CCCc2cn(C)c3ccccc23)c(OC)c1	-6%	1%	?	-26%[59 µM]	3%	?	-7%	-2	-10%
CC1(C)CC(O)C(C(O)c2cccc([N+](=O)[O-])c2)C(C)(C)N1 (stereo not drawn)	21%	-4%	-23%	-7%[59 µM]	11%	-17%	7%	2	-12%
O=C(NCCN1CCCC(O)C1)c1cc(COc2ccc(F)cc2Cl)on1 (stereo not drawn)	0%	-17%	-8%[57.1 µM]	-1%	-8%	7%	24%	3	-22%
CSc1nc2sc3c(c2c(=O)n1C)CCC(C)C3 (stereo not drawn)	-18%	/	3%	?	2%	8%	50%[activator]	0	8%

Three structures from above, arranged by SMILES length, lowest first.
SMILES	RGS4 inhibitor	ERG Ets-DNA blk	BAZ2B inh	G9a inh	GLS inh	JMJD2A Tudor	HP1b binding inh	PI4K2A inh	12-LOX inh
O=C(COC(=O)c1ccccc1OCc1ccc(Cl)cc1)NCC1CCCO1 (stereo not drawn)	8%	-16%	/	/	-17%	-11%	-11%	0	8%
CCO/C=C1\C(=O)N(c2ccc(OCC)cc2)C(=O)c2ccccc21	8%	1%	/	32µM*	7%	-25%	45%[activator]	-4	0%
Cc1ccc(NC(=O)C(=O)NCC2CCCN2S(=O)(=O)c2cccs2)cc1 (stereo not drawn)	4%	2%	8%	-28%	5%	-12%	26%	1	-1%

Going on with the list:
SMILES	RGS4 inhibitor	ERG Ets-DNA blk	BAZ2B inh	G9a inh	GLS inh	JMJD2A Tudor	HP1b binding inh	PI4K2A inh	12-LOX inh
Cc1c(C)n2c(SCC(=O)N3CCCCCC3)nnc2[nH]c1=O	-25%	-6%	6%	?	-13%	-3%	51%[activator]	-2	?
O=C(c1cccc(NS(=O)(=O)c2ccc(F)cc2)c1)N1CCN(c2ccccc2)CC1	8%	-4%	-32%	-46%	18%	-24%	5%	-2	-23%
C[C@H]1CCC(=O)N([C@H](CN=[N+]=[N-])Cc2ccccc2)CC1	14%	4%	?	-3%	3%	-13%	6%	2	-1%
COc1ccccc1NC(=O)C(C)OC(=O)Cn1cnc2c1c(=O)n(C)c(=O)n2C (stereo not drawn)	-1%	3%	-3%	-1%	2%	1%	9%	-6	-3%
Cc1ccc(CN(C(=O)COc2ccc(Cl)cc2)c2ccccn2)o1	5%	-2%	-3%	4%[59 µM]	12%	-25%	14%	0	-19%
O=C(N/N=C/c1ccc(O)c(O)c1)N/N=C/c1ccc(O)c(O)c1	4%	-9%	32µM*	45µM*	-10%	11µM*	35µM*	-8	?
COc1cccc(C(=O)O/N=C2\CCS(=O)(=O)c3sccc32)c1	-17%	13%	-14%	-42%[59 µM]	-2%	-3%	33%	4	37%
COc1ccc(N(CC(=O)NCc2ccccc2OC)S(=O)(=O)c2c(C)nn(C)c2C)cc1	6%	-2%	-5%	-49%	-2%	-12%	28%	-4	34%[activator]
CN(C(=O)c1ccc(NC(=O)Cc2cccc(NC(=O)C3CCCN(C(=O)C4CCCCC4)C3)c2)cc1)C1CCCC1 (stereo not drawn)	-7%	4%	-3%	-40%[2.33 µM]	-5%	-15%	24%	-3	-26%
COc1cccc(C2NC(=O)c3ccccc3O2)c1OCc1ccccc1F (stereo not drawn)	-7%	5%	10%	3%[59 µM]	0%	-11%	27%	3	?
Cc1ccc(S(=O)(=O)N2CCC(C(=O)N3CCc4ccccc43)CC2)cc1	-19%	-2%	-11%	28%	-3%	-8%	17%	2	0%

Screens deposited in PubChem by National Center for Advancing Translational Sciences (NCATS).
